Bioassay records (PubChem)
ABHD5 PLIN5 PPI = inhibitors of human ABHD5-perilipin-5 interaction; Q00G26+Q8WTS1; Split G. princeps luciferase complementation, luminescence, 4 h; inhibition, % at 4 µM; 0.78% of 360,000 active; AID 602281;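 active = inhibition above the mean inhibition across every tested compound plus 3 SD, cut at about 22% in these data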;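 also: 0% = DMSO only wells and the 100% control is not disclosed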
TLR9-MyD88 inh = inhibitors of human TLR9-MyD88 binding | Q9NR96+Q99836 | 0.21% of 340,000 active | inhibition, % at 4.98 µM | CHO BLA complementation TLR9-MyD88, CCF4 FRET ratio;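 active = inhibition above the mean over all tested compounds plus 3 SD, cut at about 21% in these data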;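 also: 0% = DMSO only wells and 100% = clavulanate BLA inhibitor control wells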
SRC3 inh = inhibits human SRC3 coactivator; 0.17% of 360,000 active; HEK293 GAL4-SRC3 luciferase reporter, luminescence; inhibition, % at 3.6 µM;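 active = inhibition above a per-campaign cutoff, the mean of all compounds plus 3 SD, cut at about 60% in these data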;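 also: 0% = DMSO-treated cells and 100% = gossypol-treated cells at 36 µM; higher means less SRC3-driven luciferase light from the GAL4 reporter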
Target sequence (Q9Y6Q9 whole entry, looked up, the tested form may be a part): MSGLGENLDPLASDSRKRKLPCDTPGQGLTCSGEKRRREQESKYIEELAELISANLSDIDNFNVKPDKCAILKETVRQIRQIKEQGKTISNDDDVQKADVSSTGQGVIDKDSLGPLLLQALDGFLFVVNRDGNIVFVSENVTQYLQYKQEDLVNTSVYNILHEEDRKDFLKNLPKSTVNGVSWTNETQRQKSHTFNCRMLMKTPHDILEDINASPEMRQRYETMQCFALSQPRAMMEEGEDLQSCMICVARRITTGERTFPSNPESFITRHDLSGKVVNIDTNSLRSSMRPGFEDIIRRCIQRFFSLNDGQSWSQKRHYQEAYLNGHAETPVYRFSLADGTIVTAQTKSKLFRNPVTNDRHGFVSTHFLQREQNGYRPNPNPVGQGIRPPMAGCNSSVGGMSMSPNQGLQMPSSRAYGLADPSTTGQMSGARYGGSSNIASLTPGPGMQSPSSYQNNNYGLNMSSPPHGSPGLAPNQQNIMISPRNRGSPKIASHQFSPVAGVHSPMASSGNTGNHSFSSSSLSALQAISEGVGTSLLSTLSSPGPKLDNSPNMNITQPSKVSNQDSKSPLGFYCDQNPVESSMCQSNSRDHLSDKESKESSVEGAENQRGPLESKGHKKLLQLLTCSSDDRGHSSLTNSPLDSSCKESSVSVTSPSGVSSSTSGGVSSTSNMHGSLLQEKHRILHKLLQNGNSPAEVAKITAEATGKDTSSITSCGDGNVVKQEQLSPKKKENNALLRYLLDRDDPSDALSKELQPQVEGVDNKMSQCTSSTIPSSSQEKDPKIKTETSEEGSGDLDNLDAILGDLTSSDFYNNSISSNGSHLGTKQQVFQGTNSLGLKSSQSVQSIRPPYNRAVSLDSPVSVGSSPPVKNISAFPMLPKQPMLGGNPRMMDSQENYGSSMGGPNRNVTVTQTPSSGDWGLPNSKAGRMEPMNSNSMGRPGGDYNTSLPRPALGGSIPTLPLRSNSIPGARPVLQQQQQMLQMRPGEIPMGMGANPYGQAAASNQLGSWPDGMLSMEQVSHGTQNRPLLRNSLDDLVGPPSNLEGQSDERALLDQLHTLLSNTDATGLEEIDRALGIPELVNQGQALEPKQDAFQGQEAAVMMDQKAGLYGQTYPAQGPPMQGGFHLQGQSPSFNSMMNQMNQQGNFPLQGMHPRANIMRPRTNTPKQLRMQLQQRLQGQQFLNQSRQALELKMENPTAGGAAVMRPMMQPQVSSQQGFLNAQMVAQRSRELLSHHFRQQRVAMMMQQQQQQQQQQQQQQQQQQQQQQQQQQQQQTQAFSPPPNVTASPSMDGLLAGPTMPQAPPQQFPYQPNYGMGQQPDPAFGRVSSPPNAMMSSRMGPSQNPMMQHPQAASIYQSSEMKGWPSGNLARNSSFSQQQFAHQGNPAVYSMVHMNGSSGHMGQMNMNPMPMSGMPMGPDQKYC
NOD2-RIPK2 inh = blocks binding of human NOD2 to RIPK2 | CHO BLA complementation NOD2-RIPK2, CCF4 ratio | inhibition, % at 4.98 µM | 0.38% of 360,000 active | O43353; in the data active = inhibition above about 21%;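 also: 0% = vehicle only and 100% = reference blocker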
NCOA2 inhibitor = human SRC2 (NCOA2) inhibition; Q15596; inhibition, % at 9 µM; HEK293 GAL4-SRC2 luciferase reporter, luminescence; AID 651957; 0.17% of 370,000 active;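 active = inhibition above the mean inhibition of all tested compounds plus 3 SD, set per campaign, cut at about 52% in these data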;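 also: 0% = DMSO treated cells and 100% = cells given Gossypol at 36 µM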
MC4R antagonist = blocks human MC4R cAMP signaling | 0.48% of 360,000 active | P32245 | inhibition, % at 6.5 µM | MC4R-expressing cells, MTII-stimulated cAMP, LANCE TR-FRET | AID 540295;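 active = inhibition above its plate's cutoff, the mean of tested wells on that plate plus 3 SD, cut at about 29% in these data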;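 also: 0% = Melanotan II alone and 100% = Melanotan II plus saturating MCL0020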
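Material: human MC4R-expressing U2OS cells. Probe or stimulus: Melanotan II challenge. Dosing: 6.5 µM single dose. Times: 30-min compound, 1-h challenge, 1-h detection, room temperature. Technique: TR-FRET with Eu-cAMP and labeled anti-cAMP, 671 nm. Replication: singlicate.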
NR2F2 inh = inhibitors of human COUP-TFII (NR2F2); P24468; HEK293T NGFI-A luciferase reporter, luminescence; inhibition, % at 8.6 µM; 0.7% of 370,000 active; AID 686940;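 active = inhibition above a per-plate cutoff, mean inhibition of test wells between control levels plus 3 SD, cut at about 38% in these data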;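 also: cells cotransfected with COUP-TFII expression vector driving the NGFI-A reporter; 0% = median of COUP-TF2 test wells and 100% = reporter-only cells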
NCOA1 inh = inhibitors of human steroid receptor coactivator 1 (SRC1); inhibition, % at 3.6 µM; Q15788; 0.12% of 360,000 active; HEK293 GAL4-SRC1 luciferase reporter, luminescence;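 active = inhibition above the campaign mean plus 3 SD, with each screening campaign given its own cutoff, cut at about 60% in these data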;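 also: 0% = DMSO treated cells and 100% = gossypol at 36 µM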
EBV LMP1 NFkB = reduces LMP1-driven NF-kappaB luciferase signal. LMP1-induced NF-kappaB luciferase reporter cells, luminescence. inhibition, % at 12.5 µM. 0.69% of 350,000 active; in the data active = inhibition above about 41%;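 also: 0% = neutral control wells and 100% = reference inhibitor control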
NR5A2 inv ag = inverse agonists of human LRH-1 (NR5A2); HEK293T StAR-luciferase reporter, LRH-1 transfected, 24 h; inhibition, % at 3.6 µM; 0.13% of 360,000 active; AID 602396;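 active = inhibition above the mean inhibition of all tested compounds plus 3 SD, cut at about 73% in these data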;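 also: 0% = DMSO wells and 100% = reporter-only cells lacking LRH-1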
MC4R barr agon = human MC4R agonism via beta-arrestin; P32245; U2OS MC4R beta-arrestin complementation, luminescence; percent of melanotan II response, DMSO zero; activation, % at 8.9 µM; 0.98% of 360,000 active; AID 540308;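 active = activation above a per-plate cutoff, the mean activation of sample wells on that plate plus 3 SD, cut at about 8% in these data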
* marks the source's active call; other numbers are inactive results; . = no result given. This is a subset. The share of hits here may be higher or lower than overall.

cpd	mol	ABHD5 PLIN5 PPI	TLR9-MyD88 inh	SRC3 inh	NOD2-RIPK2 inh	NCOA2 inhibitor	MC4R antagonist	NR2F2 inh	NCOA1 inh	EBV LMP1 NFkB	NR5A2 inv ag	MC4R barr agon
1	Cc1ccc(C(=O)NCCNC(=O)COc2ccc(Cl)cc2)cn1	7	8	3	-10	-18	4	2	-8	-1	8	-2.9
2	CC(C)c1nc(CNC(=O)C2CCC(=O)N(CCc3cccc(F)c3)C2)cs1 (stereo unspecified)	1	-6	13	-3	26	7	9	-10	0	2	-1.7
3	Cc1c(-c2cccc(NC(=O)c3cccs3)c2)nc2ncccn12	9	-4	24	-7	-1	1	-9	1	-1	11	-0.7
4	COc1ccc2c(COC(=O)[C@H](C)NS(=O)(=O)c3ccccc3F)cc(=O)oc2c1	-2	4	-5	13	-31	-2	-3	4	10	11	-1.2
5	COC(=O)c1cc(Nc2cc(C)nc3ncnn23)cc(C(=O)OC)c1	-6	-2	6	-5	8	7	-6	-11	10	11	-1.8
6	O=C(CCN1C(=O)/C(=C/c2ccccc2Cl)SC1=S)N1CCOCC1	-1	-2	-14	-4	-5	10	-9	-14	5	-9	1.4
7	COC(=O)c1ccc(CSc2nnc(NC(C)C)s2)cc1	4	-3	6	-4	-16	3	-7	-5	-5	-4	3.0
8	CCCOc1ccc(C(=O)N/N=C/c2c[nH]c3ccc(Br)cc23)cc1	-1	-7	11	8	26	-9	2	-41	5	-7	1.9
9	CCN(CC)C(=O)Cn1cnc2sc(C(=O)NCCCN3CCOCC3)c(C)c2c1=O	2	-5	7	-4	3	14	-7	-14	-5	5	-0.6
10	Cc1ccc(S(=O)(=O)N2CCOCC2)cc1NC(=O)Cn1nc(C)c([N+](=O)[O-])c1C	6	-1	-21	-6	-22	13	-1	-15	-4	5	-1.3
11	CCOC(=O)c1ccccc1NC(=S)N1CCC(C(N)=O)CC1	1	0	3	-3	-4	7	2	-19	-16	7	-1.0
12	NS(=O)(=O)c1ccc(NS(=O)(=O)c2ccc(C3CNC(=O)C3)cc2)cc1 (stereo unspecified)	-4	-4	4	-4	-2	-2	-25	-8	-4	28	1.6
13	NC(=S)Nc1ccccc1Br	-3	-5	11	-6	-25	0	-8	1	-3	-2	-4.1
14	O=C(O)Cn1cnc2c(OCc3ccccc3)ncnc21	-12	-11	-36	11	18	-5	-9	3	-7	0	-2.3
15	O=C(CSc1ccc(-c2ccncc2)nn1)c1ccccc1	0	-2	21	2	-22	4	10	13	5	-12	-2.4
16	CCn1nc2cc(C(=O)NCC34CC5CC(CC(C5)C3)C4)ccc2c1OC	2	6	-7	0	-17	8	8	0	2	0	-1.1
17	Cc1cc(C(F)(F)F)n(-c2nc(C(=O)NNS(=O)(=O)c3ccccc3)cs2)n1	-4	0	-18	-7	-23	-3	-5	-5	-1	1	-1.5
18	Cc1ccc(C)c(NS(=O)(=O)c2ccc(OCC(=O)NCc3ccco3)cc2)c1	2	3	1	3	-6	12	-6	11	0	3	-0.1
19	Cc1ccc(NC(=O)COC(=O)c2ccc(-n3cccn3)cc2)cc1C	-3	-3	0	1	3	4	3	0	-3	-11	-0.8
20	CCN(CC)S(=O)(=O)c1ccc(C(=O)NCC(=O)NC2CC2)cc1	-14	0	6	0	8	1	13	5	-4	-2	-3.7
21	Cc1ccc(-c2c[nH]c(=S)n2-c2ccccc2F)cc1	-9	-4	15	-1	-8	4	21	-1	-9	-8	-1.2
22	Fc1ccc(-c2nc3ccccn3c2NCc2ccc3c(c2)OCO3)cc1	1	-6	-8	-9	7	-1	-9	-17	-12	-18	0.2
23	Cc1cc(C(=O)CN2C(=O)C(=O)N(CC(C)C)C2=O)c(C)n1C1CC1	-17	11	-30	1	-7	-1	-3	-30	-11	-58	-0.7
24	CCOc1ccc(NC(=O)CSc2nnc(Cn3cnc4ccccc43)n2C)cc1	2	-1	18	-6	2	12	13	5	2	-2	-0.9
25	COc1cccc(CNC(=O)COC(=O)c2c(C)nn(-c3ccccc3)c2Cl)c1	-3	9	13	-10	-20	7	-20	-66	11	2	-3.3

Random excerpt: 2 entries already listed.
cpd	mol	ABHD5 PLIN5 PPI	TLR9-MyD88 inh	SRC3 inh	NOD2-RIPK2 inh	NCOA2 inhibitor	MC4R antagonist	NR2F2 inh	NCOA1 inh	EBV LMP1 NFkB	NR5A2 inv ag	MC4R barr agon
3	Cc1c(-c2cccc(NC(=O)c3cccs3)c2)nc2ncccn12	9	-4	24	-7	-1	1	-9	1	-1	11	-0.7
13	NC(=S)Nc1ccccc1Br	-3	-5	11	-6	-25	0	-8	1	-3	-2	-4.1

Complete entries as entered above.
O=C(CSc1ccc(-c2ccncc2)nn1)c1ccccc1 is listed as ABHD5 PLIN5 PPI = 0; TLR9-MyD88 inh = -2; SRC3 inh = 21; NOD2-RIPK2 inh = 2; NCOA2 inhibitor = -22; MC4R antagonist = 4; NR2F2 inh = 10; NCOA1 inh = 13; EBV LMP1 NFkB = 5; NR5A2 inv ag = -12; MC4R barr agon = -2.4
Cc1ccc(C)c(NS(=O)(=O)c2ccc(OCC(=O)NCc3ccco3)cc2)c1 is listed as ABHD5 PLIN5 PPI = 2; TLR9-MyD88 inh = 3; SRC3 inh = 1; NOD2-RIPK2 inh = 3; NCOA2 inhibitor = -6; MC4R antagonist = 12; NR2F2 inh = -6; NCOA1 inh = 11; EBV LMP1 NFkB = 0; NR5A2 inv ag = 3; MC4R barr agon = -0.1

(further entries)
cpd	mol	ABHD5 PLIN5 PPI	TLR9-MyD88 inh	SRC3 inh	NOD2-RIPK2 inh	NCOA2 inhibitor	MC4R antagonist	NR2F2 inh	NCOA1 inh	EBV LMP1 NFkB	NR5A2 inv ag	MC4R barr agon
26	COC(=O)c1ccc(CNC(=O)Cn2cnc3c(NCc4ccccc4)ncnc32)cc1	1	-1	-8	-1	-5	7	14	-5	0	-5	1.4
27	CCn1c(CNC(=O)c2ccc(OC)c(OC)c2)nnc1SCC(=O)c1ccc(OC)cc1	-10	1	4	-8	-6	12	-18	3	-4	0	-1.4
28	COc1ccccc1CNC(=O)CN1c2cccc3cccc(c23)S1(=O)=O	1	-7	-20	5	-4	10	1	-27	-10	-19	-3.4
29	CC(=O)NC1C(=O)N(CCN2CCOCC2)c2ccc(Br)cc21 (stereo unspecified)	-2	-11	-6	4	5	-1	9	-3	1	5	-0.9
30	CCOc1ccc(OCC(=O)NCc2n[nH]c(=O)c3ccccc23)cc1	1	-9	6	-3	-26	3	-7	-2	0	6	0.5
31	CCN(c1ccc(NC(=O)c2cccc(S(=O)(=O)N3CCN(C)CC3)c2)cc1)C(C)C	0	5	-4	-6	21	10	15	2	0	10	-3.5
32	COCCn1c(SCC(=O)N2CCc3ccccc3C2)nc2cc(Cl)ccc2c1=O	4	6	16	-1	-3	11	1	5	-9	1	2.7
33	CCC1CCCCN1C(=O)Cn1nc([N+](=O)[O-])c(Cl)c1C (stereo unspecified)	-11	-5	-3	4	1	1	3	1	1	-4	-4.4
34	Cc1csc(SCC(=O)NC23CC4CC(CC(C4)C2)C3)n1	0	8	4	-9	-16	4	8	-11	-2	-15	-0.4
35	CCOc1ccc(NC(=O)CSc2nc(N)c(-c3ccccc3)c(=O)[nH]2)cc1	0	1	14	-11	2	-8	-3	-6	-10	3	-3.0
36	Nn1c(=O)[nH]c2ccccc2c1=O	-2	-9	15	-8	7	0	-6	-16	-3	4	-1.1
37	COc1ccc(C(=O)NC(CCSC)C(=O)NC2CC2)cc1 (stereo unspecified)	-2	4	-19	-4	-6	7	-13	3	-4	-17	0.8
38	Cc1ccc(C)n1NC(=O)c1ccccc1[N+](=O)[O-]	4	-17	9	2	-1	-5	7	-16	-2	-2	-3.5
39	Cc1cc(C(=O)COC(=O)c2nccnc2N)c(C)n1C	-6	-1	-73	-5	-60	-1	-26	-93	8	-80	-2.2
40	COc1cccc(NC(=O)Nc2cc(C(=O)NC(C)C)ccc2N2CC3CC(C2)c2cccc(=O)n2C3)c1 (stereo unspecified)	-5	6	6	-2	2	1	-10	-1	1	2	-1.8
41	O=C(Nc1ccc(OC(=O)c2ccco2)cc1)c1ccco1	11	0	-5	-1	-21	-8	-6	1	-5	-41	0.8
42	CCCN1CCN(C(=O)c2ccc(S(=O)(=O)N(C)c3ccccc3OC)cc2)CC1	2	5	-15	-4	22	10	19	7	-10	-12	1.3
43	CS(=O)(=O)c1ccc([C@@H](O)[C@@H](CO)NC(=O)C(Cl)Cl)cc1	-9	4	8	-15	24	2	-5	-22	-1	17	0.2
44	CC(C)=CCN1CCNC(=O)C1CC(=O)NCc1nc(C)c(C)s1 (stereo unspecified)	-4	-1	1	-4	16	1	7	4	2	1	-1.6
45	COc1ccc(NS(=O)(=O)c2ccc3c(c2)oc(=O)n3C)c(OC)c1	-7	7	-12	3	-5	6	-5	16	7	4	-1.1
46	C=CCOc1nc(-c2ccccc2Cl)nc2ccccc12	-8	2	11	-6	-57	10	3	-4	7	-5	1.6
47	C=CCC(C(=O)OC)(C(=O)OC)c1ccccc1[N+](=O)[O-]	-3	-2	17	1	3	-4	-12	13	-1	1	-2.6
48	O=C(O)c1ccccc1/C=N/NC(=S)NC1CCCCC1	-7	3	-14	1	8	5	-39	-20	-2	-3	0.9
49	Cn1nc(C(=O)OCC(=O)NCCc2ccccc2)c2ccccc2c1=O	2	-8	16	-9	17	6	-2	-14	3	-5	-0.8
50	Nc1sccc1C(=O)NCCN1CCOCC1	-11	.	.	-5	-13	.	2	.	.	14	.
51	COc1ccc([C@H]2CC(=O)C=C(/C=C/c3ccccc3)C2)cc1OC	1	2	-28	-6	19	-6	6	-4	2	-2	2.1

Limited to NR2F2 inh and SRC3 inh, for some of the entries so far:
entry | Molecule | NR2F2 inh | SRC3 inh
20 | CCN(CC)S(=O)(=O)c1ccc(C(=O)NCC(=O)NC2CC2)cc1 | 13 | 6
21 | Cc1ccc(-c2c[nH]c(=S)n2-c2ccccc2F)cc1 | 21 | 15

Values in list order from the list.
TLR9-MyD88 inh for entries 31–39, in order: 5, 6, -5, 8, 1, -9, 4, -17, -1
